High-throughput results from PubChem BioAssay.
Pf Dd2 growth: qHTS Primary assay for Inhibitors of Plasmodium falciparum Dd2 growth in vitro; 120,000 tested, 4.3% active; P. falciparum Dd2 growth, SYBR Green, 72 h; Potency, µM (series often up to 28.9 µM), for the others: at the top dose activity, negative = inhibition, actives largely listed as inhibitors; AID 1347417, 2020; active = well fitted inhibition curve with a large enough effect; inconclusive = small, poorly fitted or top-dose-only effect; inactive = no such curve, though single readings can be large or run the other way;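 also: plate controls were DMSO vehicle for no effect and reference drug for full effect; nearly all actives have a fitted effect of over 65% in size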
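Infected erythrocytes (Dd2, 0.3% parasitemia, 2.5% hematocrit final) are added to compound in RPMI-1640/Albumax II medium, grown 72 h at 37C in low oxygen, then lysed with saponin/Triton-X containing SYBR Green and read by fluorescence.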
* hit, by the source's call; i = inactive; ? = inconclusive; ! = not active in a repeat; [ ] = another dose, or the depositor's remark. Potency is read from the fitted curve at half-maximal effect. Only part of the results is shown (hit frequency here may not be typical).

smiles	Pf Dd2 growth
Cc1cc(CN2CCC([C@@H]3CNC[C@H]3CO)CC2)n(C)n1	7%
Cc1ccc(CN2CCOC[C@H]2c2nc(C(C)(C)C)co2)cc1	-1%[44.1 µM]
Cc1cc(NC(=O)CCNS(=O)(=O)c2ccc3c(c2)CCCC(=O)N3)ccc1Br	15%
Cc1cc(NC(=O)c2ccco2)cc(-c2nc3cc(Cl)ccc3o2)c1O	i[5.79 µM]
CN1Cc2ncnc(NCCCO)c2CN(c2ccccc2)C1=O	28%[44.1 µM]
COc1ccccc1C(=O)Nc1ccccc1OCc1cc(=O)n2c(C)csc2n1	0%
CC1=C(c2ccc(C(C)C)cc2)S(=O)(=O)NC1=NCc1ccccc1Br	i
Cc1nc2cc(-c3ccccc3)nn2c(C)c1CCC(=O)N1CCN(c2ccccc2)CC1	49%[activator]

Further results follow.
smiles	Pf Dd2 growth
COc1ccc(NC(=O)N(C)Cc2cccc(C(F)(F)F)c2)cc1	-12%[44.1 µM]
COc1ccc(-n2nc(C3CCCN(C(=O)Cc4cccc(Cl)c4)C3)[nH]c2=O)cc1 (stereo not given)	-23%
Cc1cccc(-c2ncc3c(n2)OCCN(c2cccc(C(F)(F)F)c2)C3=O)c1	-11%[44.1 µM]
COc1ccc(-c2cc(C(F)(F)F)nc(S(=O)(=O)CCCC(=O)Nc3cccc(O)c3)n2)cc1OC	?
CC1Oc2ccc(NC(=O)Cc3ccc(F)cc3)cc2CN(Cc2ccc(Cl)cc2)C1=O (stereo not given)	10µM*
CC(C)C1=NOC2(CCN([S+](=O)([O-])c3cccc(C(F)(F)F)c3)C2)C1 (stereo not given)	-6%
O=C(C1CCCC1)N1CCC(C(=O)N2CCCC2c2ccccn2)CC1 (stereo not given)	-1%
COc1ccccc1-c1nc2c(c(SCC(=O)Nc3ccc(C)c(C)c3)n1)Cc1c(CO)cnc(C)c1O2	?

Rewritten field by field: entries from further up.
canonical_smiles: COc1ccc(-n2nc(C3CCCN(C(=O)Cc4cccc(Cl)c4)C3)[nH]c2=O)cc1 (stereo not given)
- Pf Dd2 growth: -23%

canonical_smiles: Cc1cccc(-c2ncc3c(n2)OCCN(c2cccc(C(F)(F)F)c2)C3=O)c1
- Pf Dd2 growth: -11%[44.1 µM]

canonical_smiles: COc1ccc(-c2cc(C(F)(F)F)nc(S(=O)(=O)CCCC(=O)Nc3cccc(O)c3)n2)cc1OC
- Pf Dd2 growth: ?

canonical_smiles: CC1Oc2ccc(NC(=O)Cc3ccc(F)cc3)cc2CN(Cc2ccc(Cl)cc2)C1=O (stereo not given)
- Pf Dd2 growth: 10µM*

The listing picks up, starting 2 compounds before the break.
smiles	Pf Dd2 growth
O=C(C1CCCC1)N1CCC(C(=O)N2CCCC2c2ccccn2)CC1 (stereo not given)	-1%
COc1ccccc1-c1nc2c(c(SCC(=O)Nc3ccc(C)c(C)c3)n1)Cc1c(CO)cnc(C)c1O2	?
CCCS(=O)(=O)N1CCC(N2CCN(Cc3ccc(F)cc3)C(=O)C2=O)CC1	31%[activator]
CCc1nc2c(c(-c3ccc(O)cc3)n1)CN(Cc1ccccc1)CC2	?
Cc1noc(C)c1[S+](=O)([O-])N1CCC2(C1)C(=O)N(CCc1ccccc1)c1ccccc12 (stereo not given)	?
O=C1NCCOCCN(C(=O)Nc2ccccc2)[C@@H]2CCCC[C@H]12	41%[activator]
CCOC(=O)c1cc(S(=O)(=O)N2CCN(c3cc(C)ccc3C)CC2)[nH]n1	-11%
Cc1ccc(OCc2nc(C3CN(C(=O)Cc4ccccc4F)C3)no2)cc1	-1%
O=C(NCCn1cccc1-c1nc(-c2ccccc2)no1)c1ccc(F)c(Cl)c1	?
O=C(NCCCN1CCN(c2ccc(F)cc2)CC1)c1ccc2nc(CCc3ccccc3)oc2c1	?

(next part)
smiles	Pf Dd2 growth
O=C(c1ccncc1)N1CCC(CCOc2ccc(F)cc2)C1 (stereo not given)	-11%
COc1ccccc1CC(=O)N[C@@H]1CN(c2ncccn2)C[C@H]1CN(C)C	-29%
c1ccc(-c2noc(-c3cncnc3N3CCSCC3)n2)cc1	?
CC(C)NC(=O)N1C[C@@H](Oc2cccnc2)C[C@H]1C(=O)N1CCCC1	12%
O=C1N(Cc2ccccc2F)CCOC12CCN(Cc1ccccc1F)CC2	?
O=C(c1cc2c(s1)CCC(C(=O)N1CCN(C3CCCCC3)CC1)C2)N1CCCCC1 (stereo not given)	?
COCc1ccc2c(c1)c(OC(C)(C)C(=O)NCCN1CCOCC1)nn2CCC(C)C	?
Cc1ccc(NC(=O)CN2C(=O)CCn3nc(-c4cccn4C)cc32)cc1	7%

Next part:
smiles	Pf Dd2 growth
COC[C@@H]1CN(C(=O)Cc2c(C)noc2C)C[C@H]1c1ccncc1	30%
CC1(C(=O)O)CCN(C(=O)c2cccc(Cl)c2)CC1	-12%[44.1 µM]
CC(=O)Nc1ccc(CN2CCC(N3Cc4cccn4C3=O)CC2)cc1	-6%
COc1ccc(-n2ccnc2SCC(=O)Nc2cccc(OC)c2)cc1	47%[activator]
COc1ccc(CNC(=O)C(=O)Nc2cccc(C)c2C)cc1	29%
COc1cc(C)ccc1OCCSc1nnc(-c2cccs2)o1	?
COCCNC(=O)N1CCc2n[nH]c(=O)n2CC1	-3%
COC(=O)c1cc(NS(=O)(=O)c2cc(Br)cc3c2N(C(C)=O)CC3)cc(C(=O)OC)c1	?

Going on with the list.
smiles	Pf Dd2 growth
O=C(Nc1cc(F)cc(F)c1)C1CCN(C(=O)c2ncn3c2COC(c2ccc(F)cc2)C3)CC1 (stereo not given)	?
Cc1ccc(C2=NN(CC(=O)NCCC(C)C)C(=O)CC2)cc1	11%
O=C(Cn1c(=O)ccc2cc(S(=O)(=O)N3CCCC3)ccc21)NCc1ccc(F)cc1	18%
O=C(CN1CCOCC1)N1CCC2(CC1)CN(C1CCC1)CC2CO (stereo not given)	11%
O=C(Cn1ncc(N2CCNCC2)cc1=O)NCCc1ccc(F)cc1	-7%
C[C@]1(CO)[C@H]2Cc3sc(NC(=O)c4ccco4)nc3[C@@H](CC(=O)NCc3ccccc3)[C@]2(C)CC[C@H]1O	i
CN1CC2CN(C(=O)c3ccsc3)CC(C1)O2	2%
O=C(CCC1CCN(S(=O)(=O)c2ccccc2)CC1)NCc1cccs1	-18%

(continued)
smiles	Pf Dd2 growth
O=C(N[C@H]1[C@H](O)[C@H](O)C[C@@H]1c1ccncc1)c1ccccn1	14%[44.1 µM]
O=C1NC(=NC2CCCC2)C2(CCN([S+](=O)([O-])c3cccc(C(F)(F)F)c3)CC2)N1c1cccnc1	8%
Cc1ccc(C(=O)N2CCC3(CC2)CN[S+](=O)([O-])c2ccccc2N3)cc1	-6%
O=C(NCCc1ccc(Cl)cc1)c1ccc(CS(=O)(=O)Cc2ccc(Cl)cc2)o1	-11%
O=C(c1cnco1)N1CC(F)(F)C[C@H]1c1nc(-c2ccccc2)no1	2%
O=C1CC(c2noc(-c3cc(F)ccc3Cl)n2)CN1c1ccc(F)cc1 (stereo not given)	-7%
Cc1nc([C@H]2CCN(Cc3cc(F)c(F)cc3F)C[C@H]2NC(=O)C2CC2)n[nH]1	8%
O=C(c1ccco1)N1CCC[C@H](n2c(=O)n(CC3CC3)c3cccnc32)C1	i

Continuation:
smiles	Pf Dd2 growth
CSc1ccc(CCNC(=O)CCCn2nc(C)c3sc4ccccc4c3c2=O)cc1	-23%
O=C(NCc1cccs1)C1CCc2sc(C(=O)N3CCCCCC3)cc2C1 (stereo not given)	i
CCc1ccc(NC(=O)CSc2nc(=O)n(Cc3ccco3)c3c2CCC3)cc1	?
O=C(c1ccncc1)N1CCC(Cc2noc(C3CC3)n2)C1 (stereo not given)	6%
COc1ccccc1C(=O)N1CCC(OC2CCN(S(C)(=O)=O)CC2)CC1	44%
N#Cc1cccc(C(=O)N2CCC3(CC2)NC(=O)N(Cc2cccc(Cl)c2)C3=O)c1	-7%
CSCc1ccc(C(=O)N2CCCC(c3nccn3CC3CC3)C2)o1 (stereo not given)	-22%
CN(C(=O)Cn1nnc(-c2ccc(S(C)(=O)=O)cc2)n1)c1ccccc1	13%

More entries follow:
smiles	Pf Dd2 growth
COc1ccc(C(=O)N2CCC[C@H]2c2nc(-c3ccc(OC)c(OC)c3)no2)c(OC)c1	i
O=C(c1cccc(OC(F)(F)F)c1)N1CC2CC(C1)[C@H]1CCCC(=O)N1C2 (stereo not given in full)	0%
CCc1nnc([C@@H]2CC(F)(F)CN2C(=O)c2cnco2)o1	26%
CC[C@H]1CN2CC[C@H]1C[C@@H]2CNS(=O)(=O)c1cccc(C#N)c1	?
O=C(NCC1Cn2cccc2CN1Cc1ccccc1)NC1CCCCC1 (stereo not given)	i
CCOC(=O)c1c(C)[nH]c(C)c1S(=O)(=O)N1CCC(C(=O)N2CCN(c3ccccc3F)CC2)CC1	i
COCC1CN(C)CC12CCN(C(=O)Cn1c(=O)oc3ccccc31)CC2 (stereo not given)	-7%
COc1ncccc1Nc1cnc2ccc(N(C)C)nn12	i

(cont.)
smiles	Pf Dd2 growth
COC[C@@H]1CN(C(=O)c2cccn2C)C[C@H]1c1ccccn1	2%
O=C(COc1ccc(F)cc1)NCCc1nc2ccccc2[nH]1	-24%
O=C(C1CC1)N1CCC2(CC1)CC(=O)N(c1ccccc1)c1ccccc1O2	-14%
CCN(Cc1ccccc1)C(=O)c1cc2c(N3CCCC3)nc(C)cn2n1	i
CN1CCN(CCCNC(=O)c2cnn(-c3ccccc3)c2-n2cccc2)CC1	-11%
O=C(NCC(F)(F)F)C1CN(c2cccc(Cl)c2)C(=O)N1 (stereo not given)	0%[44.1 µM]
COCCN1C(=O)[C@@H]2C[C@@H](CN2C(=O)c2ccc(Cl)cc2)Oc2ccccc21	-6%[44.1 µM]
CC(C)NC(=O)NCc1nnc2n1C(C(=O)N1CCCC1)CC2 (stereo not given)	39%[activator]

Next compounds follow.
smiles	Pf Dd2 growth
Cc1ccc(C2Cn3nnc(C(=O)N4CCC(C(=O)NCC5CCCO5)CC4)c3CO2)cc1 (stereo not given)	i
Cc1ccc(S(=O)(=O)c2c(C)nn(-c3ccccc3)c2OC(=O)c2ccccc2F)cc1	16%
COCc1cc(NCC(O)COc2ccc(Cl)c(C)c2)ncn1 (stereo not given)	-3%
COc1ccc(CC(=O)Nc2ccc([C@H]3OCC(=O)N(Cc4scnc4C)[C@@H]3CO)cc2)cc1	7%
COCCN1CCCCC(CC(=O)Nc2ccc(C)cc2)C1=O (stereo not given)	-12%
CCOC(=O)c1[nH]c(C)c(CCC(=O)N2CCN(c3cc(C)ccc3C)CC2)c1C	0.63µM*
O=c1c2c(n(Cc3ccccc3)n1-c1ccccc1)CN(Cc1ccn[nH]1)CC2	i
O=C(NC1CCN(c2cc(-c3ccc(Cl)cc3)[nH]n2)CC1)c1cccnc1	i

The list goes on.
smiles	Pf Dd2 growth
CSc1cccc(NC(=O)N2CCN(c3cc(-c4noc(C)n4)ccc3C)CC2)c1	?
c1ccc(CN[C@H]2CO[C@H]3[C@@H]2OC[C@@H]3n2cc(CC3CCCCC3)nn2)cc1	-4%[44.1 µM]
Cn1cccc1CN1CCCC2(Cc3ccccc3CNC2=O)C1 (stereo not given)	?
Cc1ncc(COC(=O)C(C)C)c2cc(C(=O)Nc3ccccc3C(F)(F)F)c(=O)oc12	-23%
COCCNC(=O)c1ccc2c(c1)N(C)C(CC(=O)N1CCNC(=O)C1)CO2 (stereo not given)	-19%
Fc1ccc(CN2CCOC[C@H]2c2ncc(-c3ccc(F)cc3)[nH]2)cc1	-7%[44.1 µM]
O=C(Cn1ccn2nc(-c3ccccc3)c(CO)c2c1=O)NCc1ccccc1Cl	i
Cc1cccc(S(=O)(=O)N2CC(C(=O)NC3CCCCC3)C3(CCOCC3)C2)c1 (stereo not given)	-14%

Following part:
smiles	Pf Dd2 growth
COc1ccc(-n2c(-c3ccc(C)cc3)cc3c2CC(C)(C)CC3=O)c(OC)c1	13µM*
Cc1ccsc1CN1CCOc2cc([S+](=O)([O-])N(C)C)ccc2C1	i
COc1cc(NC(=O)O[C@@H]2CC[C@]3(C)C(CC[C@@H](O)[C@H]3CC(=O)N3CCC[C@H]3CO)[C@]2(C)CO)cc(OC)c1 (stereo not given in full)	?
Cn1c(CCC(=O)NC2CCOC2)nc2cc(S(=O)(=O)N3CCCC3)ccc21 (stereo not given)	-6%
CCOC(=O)CCNC(=O)NCC(=O)N1CCCCCNC(=O)CC1c1ccccc1 (stereo not given)	11%
Cn1cc2c3c(cccc31)CN(C(=O)c1ccc(F)c(Cl)c1)CC2	-18%
Cn1nccc1OCc1cn2c(=O)n(C)cc(-c3ccccc3F)c2n1	i
COc1cc(Cl)c(C)cc1NS(=O)(=O)c1c(C)nc2sccn2c1=O	-22%

Next results follow:
smiles	Pf Dd2 growth
Cc1nc(C)c(C(=O)N2CCc3n[nH]c(=O)n3CC2)s1	8%
COC[C@@H]1CN(C(=O)c2cccc(Cl)c2)C[C@H]1C(N)=O	10%
C[C@@]1(O)CCN(Cc2cc(F)c(F)cc2F)C[C@H]1N1CCCC1	?
Fc1ccccc1OCc1nc(-c2ccc(-n3cccc3)cc2)no1	6%
Oc1ccc(-c2nc(C3CC3)nc3c2CN(Cc2ccccc2C(F)(F)F)CC3)cc1	2.5µM*!
COc1cc(OC)c(NC(=O)CSc2cc(=O)n(C)c3ccc(Cl)cc23)cc1Cl	26%
O=C(Cn1cccc1-c1nc(-c2ccccc2)no1)NCc1ccc(F)cc1	i
COCCNC(=O)[C@H]1C[C@H](Oc2cccnc2)CN1C(=O)NC(C)C	?
COCCN1CC(CO)C2(CCN(C(=O)CC3CCN(C(C)=O)CC3)CC2)C1 (stereo not given)	-1%
